LEDGF integ inh: blocks HIV-1 LEDGF/p75-dependent DNA integration | TR-FRET IN-LEDGF/p75 DNA integration, Eu/Cy5 | inhibition, % at 3.7 µM | hit rate 0.64% among 370,000 | AID 743269;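 active means inhibition above the screen-wide mean plus 3 SD, cut at about 13% in these data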;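 further: signal is the Cy5 over europium emission ratio at 671 and 618 nm; 0% = plate median of compound wells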
ABHD4 inh: inhibits mouse alpha/beta hydrolase domain 4 | inhibition, % at 8.92 µM | purified mABHD4, FP-Rh probe fluorescence polarization | AID 720543 | Q8VD66 | hit rate 0.54% among 370,000;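 active means inhibition exceeding the mean over every tested compound plus 3 SD, cut at about 30% in these data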;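 further: 0% = plate median of compound wells and 100% = S159A mutant with DMSO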
Target sequence (Q8VD66 whole entry, looked up, the tested form may be a part): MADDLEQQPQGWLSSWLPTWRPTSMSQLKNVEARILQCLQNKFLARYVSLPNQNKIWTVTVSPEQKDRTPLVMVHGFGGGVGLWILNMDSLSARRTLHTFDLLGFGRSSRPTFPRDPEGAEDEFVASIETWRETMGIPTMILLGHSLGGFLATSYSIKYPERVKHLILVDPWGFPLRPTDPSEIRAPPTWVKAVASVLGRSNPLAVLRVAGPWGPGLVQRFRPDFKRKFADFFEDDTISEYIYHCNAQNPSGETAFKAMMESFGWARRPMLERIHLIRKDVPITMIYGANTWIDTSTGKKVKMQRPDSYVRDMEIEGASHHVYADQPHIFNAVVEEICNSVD
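Test system: mABHD4 protein; Read-out basis: % inhibition; Incubation: 45 min + 60 min at 25 °C; Repeats: single replicate; Technique: fluorescence polarization with parallel and perpendicular emission, 525/598 nm; Compound: 8.92 µM, single dose; Benchmarks: full inhibition S159A mutant plus DMSO, zero as sample-well median.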
rCAG binder: r(CAG) repeat RNA binding; TO-PRO-1 dye displacement fluorescence; inhibition, % at 3 µM; hit rate 1.3% among 370,000;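 active means inhibition above the plate cutoff, the mean of all test compounds on that plate plus 3 SD, cut at about 35% in these data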;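 further: 0% = DMSO alone and 100% = 100 µM mitoxantrone as full dye displacement; higher means more dye released from RNA so lower well fluorescence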
TDP2 absorb: blocks human TDP2 phosphodiesterase activity; recombinant TDP2, T5PNP hydrolysis, p-nitrophenol absorbance 415 nm; inhibition, % at 12.8 µM; hit rate 0.34% among 370,000; AID 720702;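 active means inhibition above the mean of all tested compounds plus 3 SD, set per campaign, cut at about 25% in these data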;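 further: 0% = DMSO with enzyme and 100% = buffer with substrate but no TDP2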
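Test system: human TDP2 enzyme; Input: 120 nM TDP2 per well; Buffer or medium: Mg2+-containing Tris-HCl buffer, pH 7.5; Reagent: 5 mM T5PNP; Dosing: 12.8 µM single point, 1% DMSO; Incubation: reaction 2 h, 37 °C; Detection: p-Nitrophenol epi absorbance; Read-out: % inhibition relative to enzyme-containing and enzyme-free wells; Replicates: single well per compound.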
SIAE inh: blocks human sialic acid acetylesterase | hit rate 0.69% among 370,000 | inhibition, % at 9.66 µM | SIAE FP-Rh probe binding, fluorescence polarization;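 active means inhibition above a cutoff: mean of compounds within the control limits plus 3 SD of those, cut at about 17% in these data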;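 further: 0% = plate median of compound wells and 100% = probe without SIAE protein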
Target sequence (Q9HAT2 whole entry, looked up): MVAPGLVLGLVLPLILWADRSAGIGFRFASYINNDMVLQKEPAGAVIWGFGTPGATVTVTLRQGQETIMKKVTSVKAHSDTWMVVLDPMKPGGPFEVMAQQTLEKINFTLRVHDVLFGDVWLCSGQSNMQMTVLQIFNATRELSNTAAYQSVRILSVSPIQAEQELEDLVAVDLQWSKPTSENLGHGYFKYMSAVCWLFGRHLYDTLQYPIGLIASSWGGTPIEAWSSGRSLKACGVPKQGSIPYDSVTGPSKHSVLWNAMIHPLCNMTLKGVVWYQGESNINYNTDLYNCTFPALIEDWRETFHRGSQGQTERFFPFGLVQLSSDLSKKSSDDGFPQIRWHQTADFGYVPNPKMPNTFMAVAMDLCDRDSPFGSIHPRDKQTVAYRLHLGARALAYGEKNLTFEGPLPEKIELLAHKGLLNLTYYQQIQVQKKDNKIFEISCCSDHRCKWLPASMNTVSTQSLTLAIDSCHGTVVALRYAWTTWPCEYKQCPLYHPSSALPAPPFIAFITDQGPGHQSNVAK
MBD2 DNA inh: inhibitors of human MBD2 binding to methylated oligonucleotide; Q9UBB5; TR-FRET; inhibition, % at 4.4 µM; hit rate 0.31% among 370,000; in the data active means inhibition above about 13%
GC-B act: GC-B (human) receptor activation; P20594; HEK293-GC-B cells, CNP EC30, cGMP TR-FRET; 0% at EC30 CNP, 100% saturating CNP; activation, % at 10 µM; hit rate 0.11% among 370,000; AID 1920062;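 active means activation at 10 µM reaching about 35% in either raw or pattern-adjusted values, limit read from the data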
PRMT1 FP inh: inhibitors of human PRMT1; recombinant PRMT1, activity-based probe fluorescence polarization; hit rate 1.3% among 370,000; inhibition, % at 2.79 µM; AID 652257;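 active means inhibition above about 21% made by adding two undisclosed values, limit read from the data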
HTRA1 inhibitor: blocks human HTRA1 serine peptidase; Q92743; recombinant HTRA1, FP-rhodamine activity-based probe, fluorescence polarization; inhibition, % at 5.96 µM; hit rate 0.5% among 340,000; AID 504803; in the data active means inhibition above about 36%;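 further: 0% = enzyme with DMSO and 100% = wells lacking enzyme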
TCR-CD3 inh: blocks the human TCR-CD3 interaction; TAMRA-labeled TCR probe fluorescence, biochemical; inhibition, % at 9.4 µM; hit rate 0.37% among 360,000; AID 651800; in the data active means inhibition above about 19%;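 further: recombinant mutant TCR 2C K166C tagged with TAMRA read by polarization; 0% = receptor in buffer alone and 100% = receptor with positive control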
Numbers without * were called inactive; . = not tested or not shown.

entry	compound	LEDGF integ inh	ABHD4 inh	rCAG binder	TDP2 absorb	SIAE inh	MBD2 DNA inh	GC-B act	PRMT1 FP inh	HTRA1 inhibitor	TCR-CD3 inh
1	COc1ccc(NC(=O)CSc2nccn2Cc2ccco2)c(OC)c1	-4	4	-6	-15	6	-2	-2	2	-1	-2
2	C/C(=N\NC(=O)c1cccc(Br)c1)c1ccc(Br)cc1	1	2	2	-2	-8	0	2	-1	-15	9
3	Cc1csc(C)[n+]1CC(=O)c1ccccc1	4	-12	3	-9	-6	0	6	21	8	1
4	Cc1cccc(NC(=S)NCCc2ccc(Cl)cc2)c1C	6	-10	-2	-4	2	1	-5	-4	-9	3
5	CCOC(=O)N1CCC(N2Cc3cccc(C(=O)N4CC(C)CC(C)C4)c3C2=O)CC1 (centres undefined)	1	4	-2	9	-2	-2	5	1	6	4
6	CCOC(=O)c1sc(/N=C/N(C)C)c(C(=O)OCC)c1C	-2	4	-1	9	2	-3	-7	-1	-5	0
7	Cn1nccc1C(=O)N1CCOCC1	4	0	3	-17	0	4	3	-5	9	-4
8	O=C(NC(Cc1c[nH]c2ccccc12)C(=O)O)c1ccco1 (centres undefined)	-4	-5	7	4	0	0	-2	4	-1	0
9	COc1ccccc1C(O)c1ncc(-c2ccccc2C)[nH]1 (centres undefined)	2	2	2	3	4	-6	-6	2	.	8
10	OC[C@H]1O[C@@](CO)(O[C@H]2O[C@H](CO)[C@@H](O)[C@H](O)[C@H]2O)[C@@H](O[C@H]2O[C@H](CO)[C@@H](O)[C@H](O)[C@H]2O)[C@@H]1O	1	7	0	-2	2	5	-5	-1	4	1
11	CCc1ccc(NC(=S)N2CCCC2)cc1	-5	1	-5	-8	0	4	-6	2	6	1
12	COc1ccc(OC)c(NC(=S)NCc2cccnc2)c1	2	-1	-1	0	4	3	1	-3	-7	-7
13	Cc1cc(C(=O)NC(C)C2CC2)c(Cl)cc1Cl (centres undefined)	0	-2	-3	-12	-1	-1	5	4	4	-7
14	O=c1[nH][nH]c(-c2ccccc2O)c1C(C[N+](=O)[O-])c1ccc(Br)cc1 (centres undefined)	-5	-5	25	2	-1	-4	-2	2	5	6
15	CN1CCC(N(C)C(=S)NC(=O)c2cc(-c3cccc(Br)c3)nc3ccccc23)CC1	-5	6	2	-3	-5	-2	1	3	3	-5
16	O=C(CNC(=O)c1ccccc1Cl)NCC(c1cccs1)N1CCOCC1 (centres undefined)	7	0	0	-1	1	-1	-2	-3	-3	5
17	CC(Sc1nncn1C)C(=O)Nc1ccccc1-c1ccccc1 (centres undefined)	-3	-1	-2	-3	3	-2	-3	1	-1	-9
18	CCOC(=O)c1ccc(S(=O)(=O)NCCN2CCOCC2)cc1	4	0	-5	9	-2	-3	1	-2	2	0
19	Cc1nc2ccccc2c(=O)n1/N=C/c1ccccc1F	9	-10	2	-7	-7	-2	-4	-8	5	1
20	COc1ccccc1CNC(=O)Cc1ccc(OC)c(OC)c1	-2	-6	-4	20	-2	2	1	-2	-4	5
21	O=C(CCNC(=O)c1ccc([N+](=O)[O-])cc1)Nc1cccc(S(=O)(=O)N2CCOCC2)c1	-1	-1	2	-2	3	5	1	3	2	-2
22	CCOCCCNc1nc2c([nH]1)c(=O)n(C)c(=O)n2C	0	6	1	-3	7	5	-2	0	3	-7
23	CN(C(=O)c1cccc(NC(=O)Cc2ccc(NC(=O)C3CCN(C(=O)C4CCCC4)CC3)cc2)c1)C1CCCCC1	-1	-2	3	7	-5	1	0	-6	-4	3
24	COCCNC(=O)C(c1ccccc1C)N(CCOC)C(=O)Cn1nnc2ccccc21 (centres undefined)	0	-5	-4	-6	-2	2	5	-3	1	0
25	COc1ccc2c(C(=O)CN3CCC(C)CC3)c[nH]c2c1	4	4	-1	8	1	2	2	-2	-5	2
26	O=C(CSc1ccccc1)Nc1ccc(NC(=O)c2ccco2)cc1	2	6	-4	0	-6	-1	-6	-2	-15	-3
27	CCC(Oc1ccccc1)C(=O)Nc1nc2ccccc2[nH]1 (centres undefined)	-2	7	3	-5	-4	5	3	26*	-5	-6
28	COCCN(C(=O)COC(=O)Cc1ccc(Cl)cc1Cl)c1c(N)n(Cc2ccccc2)c(=O)[nH]c1=O	0	-6	-3	5	6	2	-1	5	-4	-10
29	CCN(C[C@H]1N[C@@](Cc2ccccc2)(C(=O)OC)[C@H]2C(=O)N(C)C(=O)[C@@H]12)S(=O)(=O)c1ccccc1	4	-5	0	-4	0	2	4	-4	4	0
30	CC(Sc1ccccc1)C(=O)NCC(c1ccco1)N1CCCCC1 (centres undefined)	3	0	-4	4	4	-9	-2	-3	-2	5
31	CC1=C(C(=O)N(C)C)CC(CC(=O)NC2CCCCC2)C(=O)N1CCCN1CCCC1=O (centres undefined)	-1	-3	2	-2	-3	5	4	2	-2	2
32	O=C(CSc1n[nH]c(-c2ccccc2)n1)Nc1ccccc1O	2	-2	5	-18	9	-5	-2	-2	-5	-5
33	CSc1nc(N)c(C#N)c(-c2ccc(Cl)cc2)c1C#N	-1	-52	5	-2	-50	-4	-13	2	-41	4
34	COCCn1c(C)c(C)c2c(NCCc3ccccc3)ncnc21	3	11	-10	-2	7	-1	8	-2	1	-3
35	O=C(Oc1ccc2c(c1)OCO2)c1ccc(F)cc1Cl	-1	2	-5	0	0	1	-3	1	-15	-2
36	CCOc1ccc(NC(=O)CN(C)C2=NS(=O)(=O)c3ccccc32)cc1	-3	0	4	7	1	4	4	2	8	-2
37	CSCCC(NC(N)=O)C(=O)Nc1ccc(F)c(Cl)c1 (centres undefined)	2	1	3	-1	12	-5	-2	-8	3	4
38	CCOCCCNC(=O)CCS(=O)(=O)Cc1ccc(C)cc1	1	3	-1	-4	-8	2	-3	-4	1	2
39	COC(=O)c1ccc(Cn2nc(C)c(Cl)c2C)o1	1	3	-4	-15	-9	-1	0	-2	-4	5
40	Cc1ccc(NC(=O)CCC(=O)c2cccs2)c(Br)c1	-3	0	-1	-1	-4	1	2	-1	-4	7
41	CCOCCCNC(=O)Cn1cnc2c(cnn2-c2ccc(F)cc2)c1=O	0	5	0	-1	1	-1	3	-3	1	-8
42	CCC/C(=C1/c2ccccc2C(=O)N1c1ccccc1)c1ccc2c(c1)OCO2	-4	-7	-3	2	-5	2	0	-1	-19	-4
43	Cc1cc(C(=O)COC(=O)COc2ccccc2C#N)c(C)n1CC1CCCO1 (centres undefined)	3	-2	4	9	15	3	-3	-1	1	2
44	Cc1cc(C)c2nc(N3CCCN(C(=O)c4ccco4)CC3)c(C#N)cc2c1	1	2	6	5	-2	-6	-5	22*	-24	0
45	O=C(c1cc(Sc2ccc(Cl)cc2)nc2ccccc12)N1CCN(c2ccccn2)CC1	-2	-18	6	-5	-11	3	-2	-1	-24	6
46	COCCOC(=O)c1c(C)oc2ccc(NS(=O)(=O)c3ccc(F)cc3)cc12	1	-7	3	2	-3	13	-9	2	-13	-1
47	CC(C)CC(=O)Nc1ccccc1N1CCOCC1	0	4	-4	9	0	5	4	1	1	-4
48	CCOC(=O)N/N=C(/C)c1ccc([N+](=O)[O-])o1	3	-8	-1	-13	8	1	0	5	0	-6
49	CCCn1ccnc1SCC(=O)Nc1c(C)n(C)n(-c2ccccc2)c1=O	-3	1	1	4	2	5	4	3	5	-3
50	N/C(Cc1ccc(Cl)cc1Cl)=N\OC(=O)c1ccc(Br)o1	-2	-7	-3	1	-4	5	-13	-1	-16	8
51	COc1ccc(NC(=O)Nc2ccc3c(c2)C(=O)N([C@H](C)CO)C[C@H](C)[C@@H](CN(C)S(=O)(=O)c2ccc(F)cc2)O3)cc1	-2	-8	4	-3	10	-3	2	0	5	3
52	COc1cc(C2c3[nH]c4ccccc4c3C[C@H]3C(=O)N(CCO)CC(=O)N23)cc(OC)c1OC (some centres undefined)	-3	5	-1	10	4	3	1	-1	5	0
53	Oc1oc(-c2ccco2)nc1C=Nc1cccc(Cl)c1	-4	18	4	-2	1	4	-4	-2	-5	5
54	CCOc1cc(C=O)cc(Cl)c1OCC(N)=O	2	-1	10	-11	1	-3	-4	-1	-15	10
55	Cc1ccc(S(=O)(=O)N2CCN(C)CC2)c(C)c1N(C)S(=O)(=O)c1ccc(Cl)cc1	3	-1	-7	14	6	2	3	-1	-12	-5
56	CC(=O)Oc1cccc(N2C(=O)C3CC=C(Cl)CC3C2=O)c1 (centres undefined)	-2	0	1	5	-3	0	2	2	6	0

(more compounds)
entry	compound	LEDGF integ inh	ABHD4 inh	rCAG binder	TDP2 absorb	SIAE inh	MBD2 DNA inh	GC-B act	PRMT1 FP inh	HTRA1 inhibitor	TCR-CD3 inh
57	COc1ccc2nc(NC(=O)C34CC5CC(CC(NC(C)=O)(C5)C3)C4)sc2c1	5	-8	5	-12	-6	0	7	1	-8	-3
58	OCCCNc1ncnc2c1ncn2[C@H]1CN(Cc2ccc(-c3ccccc3)cc2)C[C@@H](CO)O1	6	-4	0	0	-2	-2	0	0	.	1
59	N=c1occ(C(=O)c2cc(F)ccc2O)cc1C(=O)NC1CCCCC1	0	-6	3	-5	-6	-6	-1	-2	-6	1
60	CC1(C)CC(=O)C(C(C#Cc2ccccc2)C2=C(O)CC(C)(C)CC2=O)=C(O)C1	-5	2	-4	2	0	4	2	-3	1	-1
61	O=C(NN1C(=O)C2C3C=CC(C3)C2C1=O)c1ccccc1 (centres undefined)	-5	4	-2	-3	3	5	2	1	6	-4
62	CCN(Cc1ccccc1)C(=O)CN1C(=O)c2ccccc2S1(=O)=O	0	1	-2	5	-1	-6	-5	2	-1	10
63	Cc1nc(-c2cccc(NC(=O)COc3ccc(Cl)cc3)c2)cs1	0	-38	-1	-11	-26	0	5	-9	-53	5
64	O=C(NN1C(=O)C2C3c4ccccc4C(c4ccccc43)C2C1=O)c1ccc(Cl)cc1 (centres undefined)	-1	-8	0	4	5	-2	-6	-3	0	8
65	O=C(NCCc1ccccc1)C1CCN(C(=O)c2sccc2-n2cccc2)CC1	-2	5	2	-4	8	2	7	-2	4	7
66	Cc1cnc(NC(=O)COc2ccc3c(c2)CCC3)s1	2	6	-4	6	3	-2	-4	2	-12	-3
67	Cc1ccn2c(Cc3ccccc3)c(-c3ccccc3)nc2c1	2	4	3	-1	1	8	8	5	-40	-5
68	CC(C)[C@H](NC(=O)C1CCN(S(=O)(=O)c2ccccc2)CC1)C(=O)NCc1ccncc1	-6	3	-1	-13	2	-2	2	6	8	0
69	CN(Cc1c(C(=O)N/N=C/c2cc(F)ccc2F)nnn1-c1nonc1N)C1CCCCC1	1	-1	0	3	-1	0	2	-1	5	-4
70	O=C1NCCN(CC2CCN(CCc3ccc(Cl)c(Cl)c3)CC2)C1=O	8	7	1	4	-3	11	-2	3	7	-5

A portion of the library (hit frequency here may not be typical).
